Compound activity deposited in PubChem by several laboratories.
TNAP inh no acc = TNAP (human) inhibition, acceptor-free conditions; P05186; purified TNAP, CDP-star luminescence, 30 min; inhibition, % at 20 µM; 0.26% of 200,000 active; AID 1012;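 active = tissue-nonspecific alkaline phosphatase inhibition above about 50% at 20 µM in the single-dose screen, limit read from the data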;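 note: 0% = DMSO negative control and 100% = EDTA positive control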
FLuc inh counter = Photinus pyralis luciferase inhibition counter-screen; ATPLite firefly luciferase biochemical luminescence, 10 min; P08659; inhibition, % at 10 µM; 1.5% of 200,000 active;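 active = inhibition above about 50% when tested at 10 µM, limit read from the data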
Target sequence (P08659 whole entry, looked up): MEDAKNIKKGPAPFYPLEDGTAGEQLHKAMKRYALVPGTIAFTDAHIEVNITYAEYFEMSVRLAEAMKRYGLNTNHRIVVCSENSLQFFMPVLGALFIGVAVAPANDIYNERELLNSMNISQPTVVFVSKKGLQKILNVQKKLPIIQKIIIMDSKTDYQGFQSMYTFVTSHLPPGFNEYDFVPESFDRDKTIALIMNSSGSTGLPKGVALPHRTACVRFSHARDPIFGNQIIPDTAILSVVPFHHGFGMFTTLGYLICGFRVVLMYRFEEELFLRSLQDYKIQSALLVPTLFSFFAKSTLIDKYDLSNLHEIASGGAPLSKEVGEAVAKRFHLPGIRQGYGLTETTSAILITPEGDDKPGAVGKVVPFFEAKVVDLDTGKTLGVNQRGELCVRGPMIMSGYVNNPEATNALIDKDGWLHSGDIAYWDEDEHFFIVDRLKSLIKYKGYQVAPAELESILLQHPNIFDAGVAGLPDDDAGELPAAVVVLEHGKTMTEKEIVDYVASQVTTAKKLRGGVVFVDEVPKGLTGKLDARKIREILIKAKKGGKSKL
PMI activator = phosphomannose isomerase (human) activation; P34949; purified human PMI, coupled resazurin fluorescence, 20 min; stronger effect = higher value; 1 = vehicle control, 0 substrate-free wells; 0.005% of 190,000 active; activation factor at 20 µM;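 active = activation factor of 2 or more at 20 µM, relative to plate controls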
Target sequence (P34949 whole entry, looked up): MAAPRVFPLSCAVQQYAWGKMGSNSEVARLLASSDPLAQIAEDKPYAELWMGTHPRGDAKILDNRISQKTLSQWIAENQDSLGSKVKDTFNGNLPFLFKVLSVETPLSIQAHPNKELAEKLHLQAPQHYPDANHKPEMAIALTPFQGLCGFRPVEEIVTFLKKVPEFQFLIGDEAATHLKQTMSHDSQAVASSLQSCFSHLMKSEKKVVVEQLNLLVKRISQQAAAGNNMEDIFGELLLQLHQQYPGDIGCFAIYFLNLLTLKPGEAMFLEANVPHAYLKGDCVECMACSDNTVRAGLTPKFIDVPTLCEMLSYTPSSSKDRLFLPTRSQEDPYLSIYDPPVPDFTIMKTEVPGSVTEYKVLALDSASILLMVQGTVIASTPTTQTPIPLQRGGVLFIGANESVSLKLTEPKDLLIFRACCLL
APP 5'UTR act = activates APP 5'UTR luciferase reporter. SH-SY5Y APP 5'UTR luciferase reporter, luminescence; zero percent = DMSO vehicle wells. activation, % at 2 µM. 1% of 190,000 active;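 active = activation above a set limit, based on mean plus 3 SD of controls, cut at about 140% in these data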; note: values of inactives mirror those of a sister screen read the other way
TNAP inh hiacc = inhibitors of human TNAP at high phosphate acceptor concentration; purified TNAP, CDP-star luminescence, 1 M DEA; inhibition, % at 20 µM; 0.03% of 200,000 active;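 active = over 50% inhibition of tissue-nonspecific alkaline phosphatase at 20 µM in the single-dose screen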;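 note: plate controls were DMSO wells for no effect and EDTA-quenched wells as full inhibition for full effect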
FLuc act counter = affects firefly luciferase, flagging false hits in luciferase stimulation screens; P08659; ATPlite luciferase biochemical, luminescence, 10 min; 0 = ATP-free wells, 1 = DMSO control; activation factor at 10 µM; 200,000 tested, under 10 active;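 active = luciferase activation factor, scaled between plate controls, of at least 2 with compound at 10 µM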
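Assay system: Luciferase/luciferin detection reagent, cell-free biochemical luciferase assay / Read-out: luciferase activation / Benchmarks: No-ATP low control, compound-free enzyme-plus-ATP high control / Medium: PBS buffer for ATP / Detection: luminescence measurement of luciferase light output / Schedule: 10 min at ambient temperature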
TNAP act hi DEA = TNAP (human) activation, high acceptor; P05186; purified TNAP, CDP-star luminescence, 1 M DEA, 30 min; stronger effect = higher value; 0 = EDTA background, 1 = DMSO-only activity; activation factor at 20 µM; 200,000 tested, under 10 active; AID 1136;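 active = activation factor at least 2 at 20 µM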
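Dosing: 20 µM single point. System: human TNAP. Amount: TNAP 1/800 final. Incubation: 30 min, room temperature. Read-out: TNAP activation factor scaled between EDTA and DMSO control wells. Signal: luminescence from CDP-star hydrolysis. Medium: 1 M DEA, pH 9.8, Mg2+, Zn2+. Control set: EDTA negative control, DMSO positive control.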
NF-kB expr up = raises NF-kB expression in human neuronal cells; NF-kB reporter expression; stronger effect = higher value; fold change at 12.5 µM; 1.6% of 190,000 active; in the data active = fold change above about 3.3
PMI act hi M6P = increases human PMI activity with near-saturating mannose 6-phosphate | P34949 | coupled PMI enzyme assay, resazurin fluorescence, 20 min; stronger effect = higher value; 1 = untreated enzyme, 0 = substrate-free blank | activation factor at 20 µM | 0.34% of 190,000 active;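 active = activation factor of 2 or more at 20 µM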
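Test system – human PMI in coupled enzyme assay · Timing – 20 min incubation at room temperature · Detection – Diaphorase-driven resazurin-to-resorufin fluorescence, excitation 544, emission 590 nm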
bIAP act = increases bovine intestinal alkaline phosphatase activity. purified bovine IAP, CDP-star luminescence, 30 min; stronger effect = higher value; fold of DMSO-control signal, blank-subtracted. activation factor at 20 µM. 0.17% of 200,000 active. AID 1016;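 active = activation factor of 2 or more at 20 µM, a signal rise over negative controls twice the positive control's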
* hit, by the source's call; / = not tested or not shown; & = joins results of further samples.

The opening 5 compounds (preview)
SMILES	TNAP inh no acc	FLuc inh counter	PMI activator	APP 5'UTR act	TNAP inh hiacc	FLuc act counter	TNAP act hi DEA	NF-kB expr up	PMI act hi M6P	bIAP act
COc1ccc(OC)c(N(CC(=O)Nc2cccnc2)S(=O)(=O)c2ccc(C)cc2)c1	-16	-3	0.9	-17	6	1	0.9	1.1	1	1
COc1cc(/C=C/C(=O)N(C)c2ccccc2C(=O)O)cc(OC)c1OC	-6	-6	1	5	0	1.1	1	0.89	1	1
CCCCN(C(=O)Cc1cccc(F)c1)c1c(N)n(CCC)c(=O)[nH]c1=O	-2	3	1.1	9	-2	1	1	1.1	1	1
Cc1ccccc1OCC(=O)OCC(=O)Nc1ccc(S(N)(=O)=O)cc1	-10	-4	1	-2	-8	1	1.1	1.2	1	1
Cc1cc(C)c(S(=O)(=O)/N=C2\C=CC(=O)C(Cl)=C2)c(C)c1	-4	-1	1	-15	0	1	1	0.95	1.1	1.1

Main list (from the top)
SMILES	TNAP inh no acc	FLuc inh counter	PMI activator	APP 5'UTR act	TNAP inh hiacc	FLuc act counter	TNAP act hi DEA	NF-kB expr up	PMI act hi M6P	bIAP act
COc1ccc(OC)c(N(CC(=O)Nc2cccnc2)S(=O)(=O)c2ccc(C)cc2)c1	-16	-3	0.9	-17	6	1	0.9	1.1	1	1
COc1cc(/C=C/C(=O)N(C)c2ccccc2C(=O)O)cc(OC)c1OC	-6	-6	1	5	0	1.1	1	0.89	1	1
CCCCN(C(=O)Cc1cccc(F)c1)c1c(N)n(CCC)c(=O)[nH]c1=O	-2	3	1.1	9	-2	1	1	1.1	1	1
Cc1ccccc1OCC(=O)OCC(=O)Nc1ccc(S(N)(=O)=O)cc1	-10	-4	1	-2	-8	1	1.1	1.2	1	1
Cc1cc(C)c(S(=O)(=O)/N=C2\C=CC(=O)C(Cl)=C2)c(C)c1	-4	-1	1	-15	0	1	1	0.95	1.1	1.1
COc1cccc(-c2nc(-c3ccc(NC(=O)c4ccncc4)cc3)no2)c1	6	-6	1.1	24	-6	1.1	1.1	0.48	1.1	1.1
S=C(NCc1ccc2c(c1)OCO2)Nc1ccc2nsnc2c1	-3	-3	0.9	14	1	1	1	1.7	0.5	1.1
CSc1ccccc1C(=O)C1CCCN(C(=O)c2ccc(N3CCOCC3)cc2)C1 (stereo not drawn)	-6	-6	1	6	-2	1.1	1	0.96	1	1.1
CC(=O)c1ccc(Oc2ncnc3sccc23)c(CN2CCOCC2)c1	-8	-4	0.9	-7	-3	1	1	0.92	0.9	1
COc1cccc(-c2ccc(SCc3ccccn3)nn2)c1	-7	46	1	81	1	0.5	1	3.2	1	1
CN(C)S(=O)(=O)c1cc(NC(=O)CN2CCN(c3ccc(O)cc3)CC2)ccc1Cl	-9	-6	0.8	-12	-5	1.1	1.1	2.2	0.5	1.1
C/C(=N/OC(=O)c1c(-c2c(F)cccc2Cl)noc1C)c1cnccn1	-1	-4	0.9	-19	-1	1	1	1.2	1	0.9
CC(=O)Nc1cccc(OCC(O)Cn2cnc3ccccc32)c1 (stereo not drawn)	-1	-3	0.9	2	1	1	1	0.89	0.8	1.1
CC(C)(C)Nc1nc(C(N)=O)nc(N2CCOCC2)n1	-6	-4	0.9	-60	1	1	1	1.5	0.9	1
Cn1cnnc1SCC(=O)N1CCC(Cc2ccccc2)CC1	-18	-7	1.1	3	-9	1.1	1.1	0.93	1.1	2.4*
CCOc1cc(/C=N/NC(=O)C(=O)Nc2cc(Cl)ccc2C)ccc1O	-26	3	1.1	0	-2	1	1	0.87	0.9	1.2
CC(C)c1nnc(NC(=O)CCC(=O)Nc2ccc(F)cc2)s1	7	0	1	5	-1	1	1	0.94	1.1	1
O=C(O)c1ccc(-n2ccnc2)c([N+](=O)[O-])c1	15	-8	1.1	0	-2	1.1	1	1	0.9	0.9
COc1ccccc1N(CC(=O)Nc1ccccc1C(=O)NC(C)C)S(C)(=O)=O	-5	-11	1.1	-3	-11	1.1	1.1	1.1	1	0.9
COC(=O)c1c(NC(=O)COC(=O)c2ccc(Cl)cc2[N+](=O)[O-])sc2c1CCCCC2	-16	-4	0.9	1	0	1	1	1.1	1	0.9
Cc1cc(=O)[nH]c(Sc2c(-c3ccccc3)c3ccccc3[nH]c2=O)n1	-6	-3	0.8	-8	-1	1	1	1.1	0.8	0.9
COC(=O)c1ccc(COc2cc([N+](=O)[O-])cc3cccnc23)o1	2	-2	/	-3	5	1	0.9	1.3	/	1.2
Cc1ccc(C(=O)COC(=O)c2ccc(-c3cnc4ccccc4n3)cc2)cc1C	-8	-2	0.9	18	-4	1	1	0.74	0.9	0.8
c1ccc(Cn2c(-c3cncs3)nc3ccccc32)cc1	0	2	0.9	35	-7	1	1.1	1.5	1	0.8
O=C(c1ccc(Cl)cc1)N1CCC(O)(CSc2ccc(Cl)cc2)CC1	-4	-1	0.8	/	-2	1	1	1.1	0.8	1

Given as a markdown table: entries from further up
| SMILES | TNAP inh no acc | FLuc inh counter | PMI activator | APP 5'UTR act | TNAP inh hiacc | FLuc act counter | TNAP act hi DEA | NF-kB expr up | PMI act hi M6P | bIAP act |
| --- | --- | --- | --- | --- | --- | --- | --- | --- | --- | --- |
| CSc1ccccc1C(=O)C1CCCN(C(=O)c2ccc(N3CCOCC3)cc2)C1 (stereo not drawn) | -6 | -6 | 1 | 6 | -2 | 1.1 | 1 | 0.96 | 1 | 1.1 |
| CC(=O)c1ccc(Oc2ncnc3sccc23)c(CN2CCOCC2)c1 | -8 | -4 | 0.9 | -7 | -3 | 1 | 1 | 0.92 | 0.9 | 1 |
| COc1cccc(-c2ccc(SCc3ccccn3)nn2)c1 | -7 | 46 | 1 | 81 | 1 | 0.5 | 1 | 3.2 | 1 | 1 |
| CN(C)S(=O)(=O)c1cc(NC(=O)CN2CCN(c3ccc(O)cc3)CC2)ccc1Cl | -9 | -6 | 0.8 | -12 | -5 | 1.1 | 1.1 | 2.2 | 0.5 | 1.1 |

Shown as a hit in bIAP act, of those listed so far:
Compound,TNAP inh no acc,PMI activator,APP 5'UTR act,TNAP inh hiacc,TNAP act hi DEA,NF-kB expr up,PMI act hi M6P,bIAP act
Cn1cnnc1SCC(=O)N1CCC(Cc2ccccc2)CC1,-18,1.1,3,-9,1.1,0.93,1.1,2.4*

Further records follow:
SMILES	TNAP inh no acc	FLuc inh counter	PMI activator	APP 5'UTR act	TNAP inh hiacc	FLuc act counter	TNAP act hi DEA	NF-kB expr up	PMI act hi M6P	bIAP act
COC(=O)c1ccc(CSc2ncnc3c2oc2ccccc23)o1	-17	-5	1	-9	-5	1	1.1	1	1	0.9
CC(C)OP(=O)(OC(C)C)C(C)NC(=O)Cc1ccccc1 (stereo not drawn)	-15	-8	1.1	23	-4	1.1	1	1.1	1.1	1.1
O=C(N/N=C/c1ccccn1)c1ccc([N+](=O)[O-])cc1	1	67*	0.9	16	1	0.3	1	1.5	0.7	1
Cc1nnc2n(c1=O)C(CS(=O)(=O)c1ccc3ccccc3c1)CS2 (stereo not drawn)	-12	-3	0.9	0	-1	1	1	1.1	0.9	1
O=C(NNc1cccc(Cl)n1)c1c(Cl)cccc1Cl	-6	-2	0.9	22	-5	1	1	1.1	0.9	1.1
Nc1ncnc2c1ncn2C1CCC(CO)C(O)C1 (stereo not drawn)	-15	-7	0.9	-12	-3	1.1	1	1.1	1	0.9
Cc1ccc(C(=O)c2c(NC(=O)c3ccccc3C)sc(C)c2C)cc1	-14	-2	0.9	1	-4	1	1	1.1	0.8	0.8
COc1ccccc1N1C(=O)CC(N2CCc3ccccc32)C1=O (stereo not drawn)	-7	4	1.1	13	-1	1	1	1.1	1.3	1
CCC(=O)N(Cc1cc2cccc(C)c2[nH]c1=O)c1ccccc1OC	1	-7	0.9	0	-1	1.1	1	1	0.9	1.1
O=C(CC1SC(=Nc2ccccc2)N(Cc2ccccn2)C1=O)Nc1cccc(Cl)c1 (stereo not drawn)	1	2	1	22	3	1	1	0.82	1.1	0.9
CNS(=O)(=O)c1cccc2nsnc12	-9	-5	0.8	20	-3	1.1	1	1	0.8	0.8
Cn1c(C2CCCCC2)nc2c1c(=O)[nH]c(=O)n2Cc1ccccc1	-19	-3	0.9	-10	-2	1	1	1	0.9	1
Cc1ccc(N(CC(=O)Nc2ccc3c(c2)OCCO3)S(C)(=O)=O)cc1	-10	-2	1	19	-4	1	1	1.7	1	1.1
CCOC(=O)NC(=O)CSc1nc(C)cc(C(F)(F)F)c1C#N	-15	5	0.9	2	-5	0.9	1.1	1.4	0.9	0.9
CC(=O)CCc1ccc(OC(=O)c2cccnc2)cc1	-8	-1	1	13	-1	1	1	1.2	1	0.8
O=C(NCCc1cn2ccccc2n1)c1ccccc1F	-2	-6	1.1	9	-2	1.1	1	1.2	1	1
Clc1ccc2c(c1)CCc1cccnc1C2=C1CCNCC1	-7&-15	-4&-8	0.8&0.9	22	-10&-9	1&1.1	1.1&1.1	0.84	0.9&1	1&0.9
O=C1N/C(=C/c2ccc(Br)cc2)C(O)=C1C=NCc1ccccc1	-10	9	1.1	-59	-2	0.9	1	1.1	1.1	1
Clc1ccccc1CSc1nnc(/C=C/c2ccccc2)o1	2	-5	1	29	-4	1	1	1.2	0.9	0.9
O=C(OCC(=O)c1ccco1)c1ccc2ncsc2c1	-2	6	1	-4	-1	0.9	1	1.6	1	0.9
O=C(OC1CCOC1=O)c1ccc(S(=O)(=O)N2CCCCCC2)cc1 (stereo not drawn)	-9	-2	0.9	7	-1	1	1	1.3	1	1
Cc1ccc(NC(=O)CCC(=O)NNC(=S)Nc2ccccc2)c(C)c1	-98	-6	1	21	-8	1.1	1.1	1.4	1	1.5
Cc1cc(C)c2c(n1)sc1c(=O)n(Cc3ccccc3Cl)nnc12	-2	-9	1	10	-6	1.1	1.1	0.88	1	1
